SRC1 TRFRET art: TR-FRET detection interference compounds, primary screen, artefact control for PPARgamma SRC-1 recruitment agonists, biochemical, TR-FRET emission ratio; TR-FRET detection artefact counter-screen; stronger effect = higher value; TR-FRET ratio at 8 µM; 99,000 compounds, 0.34% hits; AID 1051, 2008; in the data active = TR-FRET ratio above about 2300; also: inactives centre near 1800
SRC3 TRFRET art: TR-FRET detection interference compounds, artefact control for PPARgamma SRC-3 recruitment agonists, biochemical, TR-FRET ratio. TR-FRET artefact counter-screen, PPARgamma/SRC-3 format; stronger effect = higher value. TR-FRET ratio at 8 µM. 99,000 compounds, 0.39% hits. AID 1048, 2008; in the data active = TR-FRET ratio above about 2000; also: inactives centre near 1600
The depositor's hits bear a star.

smiles | SRC1 TRFRET art | SRC3 TRFRET art
O=[N+]([O-])c1ccc(Nc2ccccc2F)nc1 | 1949 | 1725
CCOC(=O)c1cnc2nc(Cc3ccccc3)[nH]n2c1=O | 1638 | 1417
O=S1(=O)C=C(Sc2nnc(-c3ccccc3)o2)c2ccccc21 | 1933 | 1643
Cc1ccccc1-c1nnc(-c2cccs2)o1 | 1833 | 1608
CC(C)(C)n1ncc2c(=O)n(Cc3cccc(Cl)c3)cnc21 | 1657 | 1367
CC(C)Cc1nc(C#N)c(N2CCC(C(N)=O)CC2)o1 | 1496 | 1355
Cc1[nH][nH]c(=O)c1C(c1ccc(-c2cccc(C(=O)O)c2)o1)c1c(C)[nH][nH]c1=O | 1868 | 1531
COc1ccc(C(=O)NNC(=O)C(=O)Nc2ccc(C)c(Cl)c2)cc1 | 1656 | 1480
O=C(C[n+]1cccc(CNC(=O)c2ccc(OC(F)F)cc2)c1)c1ccccc1 | 1651 | 1569
[O-]c1n[n+](-c2ccc(Cl)cc2)cc2ccccc12 | 1699 | 1569
O=C1NC2(O)C(=O)c3ccccc3C2(O)N1 (stereo unspecified) | 1922 | 1521
CC1=C(C(=O)Nc2ccccc2C)C(c2ccc(C)o2)C2=C(CCCC2=O)N1 (stereo unspecified) | 1730 | 1556
COc1ccc(-c2ccnc3c(C#N)cnn23)cc1 | 1657 | 1532
Cc1ccc(S(=O)(=O)N(C)C)cc1NC(=O)COC(=O)c1ccc2c(c1)OCO2 | 1662 | 1738
CN(Cc1ccccc1)C(=O)CCS(=O)(=O)c1ccc2c(c1)n(C)c(=O)c(=O)n2C | 1787 | 1549
CC(C(=O)NCC1CCCCC1)N(C)CC(=O)Nc1ccc(N2CCOCC2)cc1 (stereo unspecified) | 1853 | 1419
Cc1ccc(CCN=c2c([N+](=O)[O-])nn(-c3ccccc3)n2O)cc1 | 1724 | 1488
Cc1ccc(NC(=O)CCN2CCN(CCO)CC2)cc1Br | 1746 | 1498
COc1cccc(CNc2ccc(F)c([N+](=O)[O-])c2)c1O | 1910 | 1490
O=C(CN1C(=O)CCSc2ccccc21)Nc1cccc(F)c1 | 1907 | 1606
COc1ccc(CCNC(=O)CN2CCC(n3nnc4cc(F)ccc43)CC2)cc1OC | 1984 | 1541
Cc1ccc(C(=O)CCC(=O)N2CCN(C(=O)c3ccco3)CC2)cc1 | 1941 | 1608
O=C(CCc1ccccc1)Nc1ccccc1[N+](=O)[O-] | 1734 | 1762
C#CC[N+](C)(C)CC#Cc1ccc(Cl)cc1 | 1700 | 1490
O=C(C1CCCO1)N1CCN(C(=S)Nc2ccc(Cl)cc2)CC1 (stereo unspecified) | 1686 | 1499

Grouped by structure, those above containing an NH in an aromatic ring (2)
smiles | SRC1 TRFRET art | SRC3 TRFRET art
CCOC(=O)c1cnc2nc(Cc3ccccc3)[nH]n2c1=O | 1638 | 1417
Cc1[nH][nH]c(=O)c1C(c1ccc(-c2cccc(C(=O)O)c2)o1)c1c(C)[nH][nH]c1=O | 1868 | 1531

Additional entries follow.
smiles | SRC1 TRFRET art | SRC3 TRFRET art
O=C(NCCN1C(=O)S/C(=C\c2ccc(OC(F)F)cc2)C1=O)c1cnccn1 | 1952 | 1588
Cc1ccc(CNC(=O)CSc2ccc(-c3ccco3)nn2)cc1 | 1959 | 1587
CCC(C)(C)NC(=O)CN(CCc1cccc(C)c1)C(=O)c1csnn1 | 1555 | 1573
C/C(=N\Nc1ccc([N+](=O)[O-])cc1)c1ccc(-n2nncc2C)cc1 | 1805 | 1550
COC(=O)[C@H](Cc1ccccc1)NC(=O)O[C@@H]1C(=O)c2cc(OC)ccc2O[C@H]1c1ccc(OC)c(Br)c1 | 1696 | 1868
Cc1ccc(C2=NN(S(=O)(=O)c3ccccc3)C(c3ccccc3O)C2)cc1 (stereo unspecified) | 1959 | 1662
CC(=O)Nc1ccc(NC(=O)Cn2c(=O)n(-c3ccccc3)c(=O)c3oc4ccccc4c32)cc1 | 1808 | 1641
COc1ccc(-c2nnc(Nc3ccc(S(=O)(=O)Nc4nccs4)cc3)c3ccccc23)cc1 | 2204 | 1895
CCOC(=O)C(NC(C)=O)C(=O)Nc1ccc(C)cc1C (stereo unspecified) | 1498 | 1376
O=C(c1ccccc1)N1CCSc2sccc2C1=O | 2582* | 2052*
O=C(COC(=O)CC(c1ccccc1)c1ccccc1)Nc1c(F)cccc1F | 2069 | 1521
Cc1cc(Cl)ccc1OCc1nc(-c2ccncc2)no1 | 1746 | 1443
NS(=O)(=O)c1cccc(NC(=O)CN2CCCc3ccccc32)c1 | 1970 | 1618
O=C(CN(Cc1ccco1)C(=O)c1ccc(Cl)cc1)Nc1c(Cl)cc(Cl)cc1Cl | 1770 | 1592
O=S(=O)(c1ccc(Cl)c(NC(=S)Nc2cccc(O)c2)c1)N1CCOCC1 | 1819 | 1720
Cc1ccc(-c2csc(NC(=O)c3cccc([N+](=O)[O-])c3C(=O)O)n2)cc1 | 1829 | 1779
CCc1cc2cc(C)cc(C)c2[nH]c1=S | 1887 | 1802
COc1ccc(-c2cc(C(=O)Nc3cccc(S(=O)(=O)NCc4ccco4)c3)c3ccccc3n2)cc1OC | 2024 | 1683
CC(CNC(=O)c1ccc(C(C)(C)C)cc1)CN(C)C (stereo unspecified) | 1814 | 1447
COc1ccc(C2SCCN2C(=S)Nc2ccc(Cl)cc2)cc1 (stereo unspecified) | 1760 | 1734
Cc1csc(NC(=O)c2cccc(S(=O)(=O)N3CCN(C)CC3)c2)n1 | 1679 | 1418
COC(=O)c1ccc(N2CCN(C(C)=O)CC2)c(NC(=O)COc2ccccc2C)c1 | 1894 | 1435
O=C(Nc1cc(S(=O)(=O)N2CCOCC2)ccc1N1CCOCC1)c1cn2ccccc2n1 | 1992 | 1676
COc1cc(C(=O)NCc2ccccc2)ccc1OC(F)F | 1707 | 1695
CCOc1ccc(-n2cnc3scc(-c4ccc(OC)c(OC)c4)c3c2=O)cc1 | 1654 | 1700

Some of these compounds in order of number of heavy atoms, largest number first.
smiles | SRC1 TRFRET art | SRC3 TRFRET art
COC(=O)[C@H](Cc1ccccc1)NC(=O)O[C@@H]1C(=O)c2cc(OC)ccc2O[C@H]1c1ccc(OC)c(Br)c1 | 1696 | 1868
COC(=O)c1ccc(N2CCN(C(C)=O)CC2)c(NC(=O)COc2ccccc2C)c1 | 1894 | 1435
NS(=O)(=O)c1cccc(NC(=O)CN2CCCc3ccccc32)c1 | 1970 | 1618
CC(CNC(=O)c1ccc(C(C)(C)C)cc1)CN(C)C (stereo unspecified) | 1814 | 1447

Following part
smiles | SRC1 TRFRET art | SRC3 TRFRET art
CCN(CC)S(=O)(=O)c1ccc(-c2nnco2)cc1 | 1811 | 1452
O=C(CN1CCCCC1)Nc1c2c(nc3ccccc13)N(c1ccccc1)CC2 | 1217 | 1455
COCCNc1nc(CSc2ccccc2)nc2sc(C)c(C)c12 | 1572 | 1721
CC(=O)c1ccc(N2CCN(C(=O)c3ccc4ccccc4n3)CC2)cc1 | 1621 | 1637
CCN1CC(CNCc2cn(-c3ccc(OC)cc3)nc2-c2ccccc2Cl)CC1=O (stereo unspecified) | 1573 | 1439
Fc1cccc(NC(=S)NCC(c2cccnc2)N2CCOCC2)c1 (stereo unspecified) | 1906 | 1778
CC(=O)NC(C)c1nc2ccccc2n1CC(=O)NC(C)CCc1ccccc1 (stereo unspecified) | 1485 | 1470
Cc1cccc(-n2c3nc(=O)[nH]c(=O)c-3cc3c(C)nn(-c4ccccc4)c32)c1C | 1723 | 1406
Cc1ccc(OCc2nnc(SCC(=O)Nc3sc(C)c(C)c3C#N)n2C)cc1 | 1708 | 1630
CCc1ccc(N(CC)c2ncnc3nc[nH]c23)cc1 | 1758 | 1794
CN1/C(=C\C(=O)c2cccc(S(=O)(=O)N3CCCCC3)c2)C(C)(C)c2ccccc21 | 1836 | 1683
O=C(NNC1=Nc2cccc3cccc1c23)c1ccccc1Br | 2124 | 1760
CCOc1ccc(C(=O)NCC(c2cccs2)N(C)C)cc1 (stereo unspecified) | 1621 | 1760
COc1ccc(NC(=O)CCC(=O)N/N=C/c2ccc([N+](=O)[O-])s2)cc1 | 1923 | 1821
Cc1ccc(S(=O)(=O)N2CCCCC2)cc1NC(=O)c1ccc2c(=O)n3c(nc2c1)CCCCC3 | 1824 | 1830
O=[N+]([O-])c1cc(/C=N/Nc2nc(N3CCOCC3)nc(N3CCOCC3)n2)ccc1Cl | 1820 | 1605
CC(=O)N1CCC2(CC1)NC(=O)N(c1ccccc1)N2 | 1553 | 1539
CCOC(=O)C1CCCN(C(=O)c2cn(C)c3ccc(S(=O)(=O)N4CCCC4)cc3c2=O)C1 (stereo unspecified) | 1970 | 1611
CCCOC(=O)Cn1c(=O)c2cc3c(=O)n(CC(=O)OCCC)c(=O)c3cc2c1=O | 1930 | 1719
S=c1nc[nH]c2c1sc1nc(N3CCOCC3)c3c(c12)CCCC3 | 1902 | 1639
Cc1ccc(/C=N\NC(=O)c2cncc(Br)c2)o1 | 1951 | 1488
CCc1ccc(C(=O)COC(=O)c2cncc(Br)c2)cc1 | 1769 | 1467
Cc1ccc(S(=O)(=O)Nc2ccc(-c3csc(-c4ccccc4)n3)cc2)cc1 | 2042 | 2149*
CCOC(=O)CN(Cc1sccc1C)C(=O)Nc1ccc(OCC)cc1 | 1620 | 1629
Cc1ccc2nc(-c3ccccn3)cc(C(=O)Nc3ccc4c(c3)OCO4)c2c1 | 1924 | 1508
O=C(O)c1ccccc1C(=O)NNc1ccc(F)cc1F | 1895 | 1574
CC(=O)Nc1ccc(NC(=O)C(Cc2ccccc2)NC(=O)C2CCCCC2)cc1 (stereo unspecified) | 1593 | 1476
CCOc1ccc(Oc2ccc(S(=O)(=O)N3CCOCC3)cc2N)cc1 | 1750 | 1597
Cc1ccccc1-c1nn(-c2ccc(F)cc2F)cc1CNCCCO | 1810 | 1632
Cc1cc(C)nc(NC(=S)Nc2ccc(F)cc2F)c1 | 2036 | 1844
O=S(=O)(Nc1ccc(Cl)cc1)c1ccc(N2CCOCC2)c(NC(=S)NCCN2CCOCC2)c1 | 1689 | 1769
CC1(C)CC(=O)C/C(=N\NC(=O)C2CC23CCC3)C1 (stereo unspecified) | 1843 | 1539
N=c1c2c(n(Cc3ccc(Br)cc3)c3c1CCC3)CCCC2 | 1975 | 1547
O=c1[nH]c(CN2CCN(S(=O)(=O)c3ccccc3C(F)(F)F)CC2)nc2sc3c(c12)CCCC3 | 1798 | 1650
CN(C)S(=O)(=O)c1cccc(NC(=S)N/N=C/C2CC=CCC2)c1 (stereo unspecified) | 2203 | 1681
CCc1nnc(NC(=O)c2cc(C)nc3ccccc23)s1 | 1715 | 1435
COc1ccc(CN(Cc2ccc(C(=O)O)cc2)C(=S)Nc2ccccc2C)cc1OC | 1755 | 1446
NCCCCCc1nnc(SCC(N)=O)o1 | 1744 | 1490
COc1cc(/C=N/n2cnnc2)ccc1Oc1nc(Cl)ncc1F | 1512 | 1487
Cc1ccc(NC(=O)CCCCCN2C(=O)c3ccccc3C2=O)nc1 | 1857 | 1666
CC1CCN(c2c(NCc3ccc(C(=O)N4CCN(C5CCCCC5)CC4)cc3)c(=O)c2=O)CC1 | 1639 | 1495
CCn1c(C)nc2cc(C(=O)NNC(=S)NC(=O)c3ccccc3)ccc21 | 1445 | 1393
CCOc1ccc2c(c1)C(=NNC(=O)c1ccncc1)c1cc(OCC)ccc1-2 | 1788 | 1491
CCn1ccnc1CN(C)C(=O)CCc1nnc(CCC2CCCCC2)o1 | 1870 | 1611
CCCN(CCC)c1nc(C#N)nc(N(CCC)CCC)n1 | 1618 | 1525
CCC(C)c1ccc(NC(=S)NN2CCOCC2)cc1 (stereo unspecified) | 1983 | 1368
CSc1nc(C)cc(OCC(=O)N/N=C/c2ccccc2O)n1 | 1800 | 1410
O=c1c2ccccc2nc(COc2ccccc2)n1/N=C/c1cn[nH]c1-c1ccccc1 | 1869 | 1562
CC(C)c1ccc(-c2nc(N3CCCC3)nc3n[nH]c(N)c23)cc1 | 1782 | 1600
COc1ccc(NC(=O)c2ccccc2-c2ccccc2)cc1 | 1829 | 1540

New compounds follow.
smiles | SRC1 TRFRET art | SRC3 TRFRET art
O=C1CC(CC(=O)N/N=C/c2ccccc2[N+](=O)[O-])=NN1 | 1965 | 1591
COc1ccc(C(C)=O)cc1CSc1nc2ccccc2c(=O)n1-c1ccccc1 | 1906 | 1644
NS(=O)(=O)c1ccc(Nc2nc(-c3ccc(F)cc3)cs2)cc1 | 1676 | 1699
Cc1cccc(Nc2ccncc2S(=O)(=O)NC(=O)NC(C)C)c1 | 1680 | 1316
COc1ccccc1NC(=O)c1cc([N+](=O)[O-])ccc1NCCN1C(=O)CCC1=O | 1679 | 1539
CCN1C(=O)S/C(=C/c2c(OCc3ccc(C(=O)O)cc3)ccc3ccccc23)C1=O | 1731 | 1485
COc1ccc([N+](=O)[O-])cc1N(CC(=O)N(C)C)S(C)(=O)=O | 1891 | 1737
Nc1nonc1N/N=C/c1c(O)ccc2ccccc12 | 2157 | 1620
C[n+]1ccccc1C1CCCC/C1=N\NC(N)=S (stereo unspecified) | 2002 | 1500
CC(=O)Nc1cccc(NC(=O)c2ccc(Br)cc2)c1 | 1789 | 1568
Oc1c(N=NC(=S)Nc2ccccc2F)c2ccccc2n1Cc1ccc(Cl)cc1 | 1988 | 1595
Cn1c(=O)[nH]c(=O)c2c1nc(CN1CCN(Cc3ccccc3)CC1)n2CC(N)=O | 1615 | 1217
O=C(NCCNc1ccc([N+](=O)[O-])cc1C(F)(F)F)c1ccccc1 | 1524 | 1384

A portion of the library; the hit share may differ from the screen's.
